# RBBP9 inh: inhibitors of human serine hydrolase RBBP9; actives 0.2% (n = 220,000); recombinant RBBP9, FP-Rh probe fluorescence polarization; O75884; AID 1515; inhibition, % at 7.94 µM;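 active = inhibition above the campaign mean of all tested compounds plus 3 SD, cut at about 14% in these data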;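 also: plate controls were DMSO wells with RBBP9 for no effect and wells lacking RBBP9 protein for full effect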
#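 Material: RBBP9 protein. Amount: RBBP9 at 2.5 µM in dispensed solution, before mixing. Schedule: 30 min then 45 min, 25 °C. Medium: Tris buffer pH 8.0, NaCl, Pluronic. Measured by: fluorescence polarization. Measure: percent inhibition from mP, scaled between DMSO and no-protein wells. Replication: one well per compound.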
# Runt-SMMHC FRET: blocks binding of human RUNX1 Runt domain to CBFb-SMMHC; Q01196+Q13951; Cerulean-Runt/Venus-CBFb-SMMHC FRET ratio 530/480, 1 h; inhibition, % at 20 µM; actives 0.74% (n = 220,000); AID 1434;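 active = mean inhibition across duplicate retests at 20 µM reaching about 50%, limit read from the data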;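 also: 0% = DMSO wells and 100% = wells with excess untagged CBFb-SMMHC; inhibitors lower the FRET ratio by blocking Runt binding to CBFb-SMMHC; some results filed as inactive read as strong as hits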
# m-calpain inh: blocks pig calpain II enzyme activity; AID 1236; inhibition, % at 16 µM; actives 0.37% (n = 220,000); purified calpain II, fluorogenic peptide substrate, 30 min;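 active = inhibition above about 50%, limit read from the data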
# NCF1 inh: blocks human p47phox regulatory protein of NADPH oxidases; p47phox/p22phox peptide binding, fluorescence polarization, 2 h; inhibition, % at 24.7 µM; actives 0.53% (n = 220,000); AID 1274;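 active = inhibition above about 30%, limit read from the data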;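 also: 0% = p47phox with labelled peptide and 100% = labelled peptide alone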
# Target sequence (P14598 whole entry, looked up): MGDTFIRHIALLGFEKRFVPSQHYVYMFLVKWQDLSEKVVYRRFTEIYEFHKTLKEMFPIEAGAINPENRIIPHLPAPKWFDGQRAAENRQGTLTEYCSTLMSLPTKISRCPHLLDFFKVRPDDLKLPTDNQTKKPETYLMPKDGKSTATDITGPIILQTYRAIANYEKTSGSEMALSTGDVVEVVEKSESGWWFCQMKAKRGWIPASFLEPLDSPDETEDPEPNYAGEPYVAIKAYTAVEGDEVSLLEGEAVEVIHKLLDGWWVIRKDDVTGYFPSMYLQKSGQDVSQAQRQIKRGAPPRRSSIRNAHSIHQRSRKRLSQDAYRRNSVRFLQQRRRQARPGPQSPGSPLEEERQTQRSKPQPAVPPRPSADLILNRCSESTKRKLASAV
# EBV gp42 inh: EBV gp42 inhibition; inhibition, % (tested at 21.74 µM); Q1HVG2; Fluorescence polarization binding assay, mP read-out; actives 0.42% (n = 220,000); in the data active = inhibition above about 50%
# p97 inhibitor: human p97 ATPase inhibition; AID 1481; recombinant p97 ATPase, Kinase-Glo ATP luminescence, 3 h; actives 0.42% (n = 220,000); inhibition, % at 8 µM; in the data active = inhibition above about 15%;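 also: 0% = DMSO vehicle and 100% = wells lacking enzyme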
# Furin inh: inhibitors of human furin. AID 463115. inhibition, % at 30 µM. actives 0.061% (n = 220,000). purified furin, fluorogenic substrate cleavage. P09958; in the data active = inhibition above about 25%; also: inactives centre near -15
# Target sequence (P09958 108-714 limits assumed): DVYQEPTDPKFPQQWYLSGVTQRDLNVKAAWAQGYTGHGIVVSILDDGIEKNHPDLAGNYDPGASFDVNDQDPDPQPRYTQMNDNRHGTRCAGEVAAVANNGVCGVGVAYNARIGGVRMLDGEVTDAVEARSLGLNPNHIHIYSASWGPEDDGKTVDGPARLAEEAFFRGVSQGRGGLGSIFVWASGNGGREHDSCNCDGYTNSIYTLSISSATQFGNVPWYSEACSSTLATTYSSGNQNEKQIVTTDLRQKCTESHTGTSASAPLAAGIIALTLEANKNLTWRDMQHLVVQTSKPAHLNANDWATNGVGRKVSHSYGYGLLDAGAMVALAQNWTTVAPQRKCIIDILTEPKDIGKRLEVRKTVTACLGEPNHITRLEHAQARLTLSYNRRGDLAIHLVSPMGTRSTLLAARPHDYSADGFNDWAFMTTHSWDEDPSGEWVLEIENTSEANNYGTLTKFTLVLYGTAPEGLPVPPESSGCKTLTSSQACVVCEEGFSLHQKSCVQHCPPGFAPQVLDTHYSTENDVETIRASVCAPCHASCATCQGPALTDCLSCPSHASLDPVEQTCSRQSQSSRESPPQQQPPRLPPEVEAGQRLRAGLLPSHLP
# TbHK1 inh: T. brucei hexokinase 1 inhibition; actives 0.11% (n = 220,000); inhibition, % at 10 µM; recombinant TbHK1, G6PDH-coupled NADH A340; AID 1430;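 active = inhibition of 50% or more in the single-dose primary screen; inactive = inhibition below 50%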
# Runt-CBFb FRET: inhibitors of human RUNX1 Runt domain binding to CBFb | actives 0.46% (n = 220,000) | inhibition, % at 20 µM | Q01196+Q13951 | Cerulean-Runt/Venus-CBFb FRET ratio 530/480, 1 h | AID 1496;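 active = inhibition over about 50% at 20 µM in the single-dose screen, limit read from the data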;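 also: 0% = DMSO wells and 100% = excess unlabeled CBFb competitor control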
#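 Assay system: Cerulean-Runt domain fusion protein, energy donor; Signal: fluorescence energy transfer, 422 nm excitation, 530/480 nm emission; Timing: 1 h compound exposure, room temperature; Control set: unlabeled CBFb; Medium: Tris buffer pH 7.5 with salts and BSA; Compound: single test concentration of 20 µM, 1% DMSO final; Probe or stimulus: Venus-CBFb 100 nM.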
# * hit, by the source's call; . = no result given; [ ] = another dose, or the depositor's remark.
SMILES,RBBP9 inh,Runt-SMMHC FRET,m-calpain inh,NCF1 inh,EBV gp42 inh,p97 inhibitor,Furin inh,TbHK1 inh,Runt-CBFb FRET
CCNC(=O)OCc1cn(-c2ccccc2)nn1,-5,4,-6,3,-6,4,-13,-3,1
COC(=O)/C(=C/N(C)C)C(=O)N1CCN(c2ccc(Cl)c(Cl)c2)CC1,-10,1,-9,-18,-14,1,-26,2,-1
CC(NC(=O)C(Cc1ccccc1)N1C(=O)C2C3CCC(C3)C2C1=O)c1ccccc1 (centres undefined),-11,1,6,-2,0,-8,-14,4,-1
CNC(=O)OC(C)CNS(=O)(=O)c1ccc(C)cc1 (centres undefined),-5,2,-6,-11,11,2,-29[20 µM],-4,-1
CCOC(=O)C1(CC2CC2)CCN(Cc2cnc(-c3ccc(OC)cc3)nc2)CC1,-10,1,37,8,3,-6,-12,1,-3
Cc1ccc(S(=O)(=O)NCCCNC(=O)c2ccccc2)cc1,6,-7,17,4,-18,3,-7[20 µM],-1,0
CSCC[C@H](NC(=O)COc1ccc(Cl)cc1Cl)c1nc2ccccc2[nH]1,-4,0,20,-25,3,4,-23,0,2
C=CCOn1c(=O)c(-c2ccc(OC)cc2)[n+]([O-])c2ccccc21,-10,-15,-2,-3,-29,0,-16,-30,-1
CC(C)NC(=O)C12CC3CC(C1)CC(n1cnc(Cl)n1)(C3)C2,1,0,1,-7,-6,4,-16[20 µM],1,-3
O=C1NC2(CCCCC2)C(=O)N1/N=C/c1ccccc1Br,4,2,14,-7,-6,5,-32,-3,0
COCCNC(=O)C(c1ccc(F)cc1)N(C(=O)CCC(=O)Nc1nccs1)c1cccc(C)c1 (centres undefined),-5,-2,-27,-5,-27,-1,-14,-6,-2
NS(=O)(=O)c1ccc(Sc2nc3ccccc3s2)c([N+](=O)[O-])c1,-6,0,-11,-12,0,6,-17,-9,3
COc1ccc(C(=O)Nc2ccc(C)cc2C(=O)c2ccccc2)c(OC)c1,-6,-2,36,-1,-20,2,-5,-4,-1
N#CC(C#N)=Cc1ccc(OC(=O)c2ccccn2)cc1,-9,13,5,-9,4,-3,-5,-13,6
CN1CCN(c2cc(=O)n(-c3ccc(Cl)cc3)c(=O)[nH]2)CC1,-5,-4,1,7,-21,2,-33,-2,0
CC(C)(C)NC(=O)CSCc1c(Cl)cccc1Cl,-3,0,-1,-6,-3,-1,-18,0,-3
CC(OC(=O)c1cccc(N2C(=O)c3ccccc3C2=O)c1)C(=O)Nc1ccc(N(C)C)cc1 (centres undefined),-4,3,26,15,-4,4,-7,0,-2
Cc1ccc(C(=O)N2CCN(C(=O)c3ccc(C)cc3)C2)cc1,-4,0,-6,-5,-8,-1,-31,0,-2
N#C/C(=C\c1cccc(O)c1)C(=O)Nc1ccc2c(c1)OCCO2,-12,-10,-9,-2,3,13,-14,-9,0
Cc1cnc(NC(=O)CCNC(=O)c2ccccc2Cl)s1,3,3,-17,-12,-9,6,-21,4,0
CCCC(=O)c1c(NC)cc(C)oc1=O,-7,-1,-13,0,-30,-1,-16,-3,-2
CCc1ccc(N2CC(C(=O)Nc3nnc(CC)s3)CC2=O)cc1 (centres undefined),-2,-7,11,-5,-25,-3,-6[20 µM],-9,1
COc1ccnc(-n2cccc2/C=N/O)c1C#N,-1,2,-17,-8,-2,7,-28,-2,2
COc1cc(C)c(S(=O)(=O)NC2CC(C)(C)NC(C)(C)C2)cc1C,0,0,43,-6,-7,1,-14[20 µM],-5,2
Cc1cccc(NC(=O)CSc2nc(C)c(Cc3ccccc3)c(=O)[nH]2)c1,3,0,-80,-3,4,2,-10,-3,-3

# An excerpt from above in order of their number in NCF1 inh, low to high:
SMILES,RBBP9 inh,Runt-SMMHC FRET,m-calpain inh,NCF1 inh,EBV gp42 inh,p97 inhibitor,Furin inh,TbHK1 inh,Runt-CBFb FRET
COC(=O)/C(=C/N(C)C)C(=O)N1CCN(c2ccc(Cl)c(Cl)c2)CC1,-10,1,-9,-18,-14,1,-26,2,-1
CNC(=O)OC(C)CNS(=O)(=O)c1ccc(C)cc1 (centres undefined),-5,2,-6,-11,11,2,-29[20 µM],-4,-1
CC(C)(C)NC(=O)CSCc1c(Cl)cccc1Cl,-3,0,-1,-6,-3,-1,-18,0,-3
Cc1cccc(NC(=O)CSc2nc(C)c(Cc3ccccc3)c(=O)[nH]2)c1,3,0,-80,-3,4,2,-10,-3,-3
COc1ccc(C(=O)Nc2ccc(C)cc2C(=O)c2ccccc2)c(OC)c1,-6,-2,36,-1,-20,2,-5,-4,-1
CCOC(=O)C1(CC2CC2)CCN(Cc2cnc(-c3ccc(OC)cc3)nc2)CC1,-10,1,37,8,3,-6,-12,1,-3
CC(OC(=O)c1cccc(N2C(=O)c3ccccc3C2=O)c1)C(=O)Nc1ccc(N(C)C)cc1 (centres undefined),-4,3,26,15,-4,4,-7,0,-2

# New compounds follow
SMILES,RBBP9 inh,Runt-SMMHC FRET,m-calpain inh,NCF1 inh,EBV gp42 inh,p97 inhibitor,Furin inh,TbHK1 inh,Runt-CBFb FRET
Cn1c(SCC(=O)Nc2cc(Cl)cc(Cl)c2)nnc1-c1ccc2nonc2c1,-11,-2,0,-3,29,-10,-2,-12,0
Cc1ccc(OC(=O)CCC(=O)OCCCC(F)(F)C(F)(F)F)cc1,0,-4,14,-5,-3,1,-18[20 µM],0,-1
CCC(c1nnc(SCc2nc3ccccc3s2)n1Cc1ccccc1)N(C)C (centres undefined),-1,0,-28,-23,-13,-1,-11,7,-4
N#Cc1cc2cc3c(cc2nc1N1CCCCC1)OCCO3,-4,107*,-53,0,10,7,-2[20 µM],1,34
Fc1ccccc1NC(=S)N1CCN(c2ccccn2)CC1,6,4,6,-4,1,4,-23,3,0
COc1cc(/C=N/Nc2nc3c(c(=O)n(C)c(=O)n3C)n2Cc2ccccc2)ccc1OC(=O)c1ccco1,7,2,-37,-20,-20,5,0,-32,-2
COC(=O)c1ccc(C(=O)OC)c(NC(=O)COC(=O)C2CCC(C(C)(C)C)CC2)c1 (centres undefined),-5,0,-4,-7,-3,-7,1[20 µM],4,-5
O=C(CSc1nc2ccccc2[nH]1)N=Nc1c(O)[nH]c2ccccc12,-1,2,14,-45,-21,12,-6,-14,1
Cc1nn(C)cc1C(C)NCc1c(C(=O)N2CCCCCCC2)nc2ccc(Cl)cn12 (centres undefined),12,-1,6,.,-10,2,-24,-7,-1
CCOC(=O)Cc1nnc(NC(=O)COc2ccc(C)cc2)s1,-10,0,-37,-17,-11,3,-30,9,0
C/C=C/c1ccc(OCCCCN2CCC(C)CC2)c(OC)c1,-3,2,-2,0,-2,-2,-11,2,2
CC(C)NC(=O)NC(=O)COC(=O)c1ccc(OC(F)(F)F)cc1,-12,0,5,3,6,-2,0,30,-10
CC(OC(=O)c1cccs1)C(=O)NCc1ccc2c(c1)OCO2 (centres undefined),-3,-5,-16,-6,-9,3,-21,7,-1
CCN(CC)C(=O)COc1ccc(-c2ccccc2)cc1,-5,1,-22,9,-10,-4,-10,5,-2
C=CCC(NCc1ccccc1)c1ccc(Cl)cc1 (centres undefined),-8,1,-4,-14,-2,2,-22,4,-4
Cc1ccc2cc3c(nc2c1)OCC3,0,1,-3,-6,-8,3,-20,-1,4
COc1ccc(-c2nc(N)ncc2-c2csc(C)n2)c(O)c1,-2,-3,-5,-16,-2,6,-14,-9,-1
CC(C)NC(=O)COC(=O)CNC(=O)c1cc(Cl)cc([N+](=O)[O-])c1,-4,5,-12,-18,-5,4,-12,4,3
COc1ccc(NC(=O)c2c(C)oc3c2CCCC3)cc1,-9,1,-16,-8,-9,2,-28,8,0
Cc1ccc(C(NC(N)=O)c2ccccc2)cc1 (centres undefined),-5,-7,0,4,-1,-3,-27[20 µM],-4,1
Cc1cc(C(C)(C)C)cc(S(=O)(=O)NCC(=O)O)c1C,-5,0,-42,-13,-4,-6,-21[20 µM],2,-2
O=S(=O)(NCc1ccccc1)c1ccc(Br)c2nsnc12,-6,-9,-2,4,-11,-2,-11,-17,-5
CCN(CC)c1ccc(/C=N/NC(=O)c2cccc(S(=O)(=O)N3CCOCC3)c2)c(O)c1,-13,92*,-361,-26,-34,1,-23,-9,20
COc1ccc(C/C(N)=N/OC(=O)c2ccc(Cl)cc2)cc1,-4,-2,-12,-8,0,1,-28,4,-2
COc1cc(OC)cc(C(=O)N2CCN(Cc3cccc(F)c3)CC2)c1,-6,-1,-5,8,-1,-1,-28,2,-1
# Next section
SMILES,RBBP9 inh,Runt-SMMHC FRET,m-calpain inh,NCF1 inh,EBV gp42 inh,p97 inhibitor,Furin inh,TbHK1 inh,Runt-CBFb FRET
COC(=O)c1c(C)[nH]c(C)c1-c1ccccc1Cl,1,0,7,-4,9,5,-20,6,0
O=C(c1ccccc1)N1CCN(C(=O)c2ccccc2)CC1,-5,-4,-14,-5,-9,5,-24[20 µM],2,-6
Cc1ccc(CNC(=O)CCSCCC(=O)NCc2ccc(C)cc2)cc1,-8,1,-18,5,13,1,-10[20 µM],11,-2
CCOC(=O)c1sc(N(Cc2ccccc2)C(=O)CSc2ncn[nH]2)nc1C,2,-3,29,-9,-8,3,-23[20 µM],1,2
CCOC(=O)c1nc(S(C)(=O)=O)ncc1N1CCOCC1,-5,-1,3,-9,-24,3,-23,-4,0
CC(C)c1ccc(NC(=O)NC2CCN(CC(=O)Nc3cccc4ccccc34)CC2)cc1,-1,1,7,-2,-4,-1,-5[20 µM],-11,-3
O=C(NCCCN1CCCC1=O)c1ccc2c(=O)n(-c3ccc(F)cc3)c(=S)[nH]c2c1,0,-4,-2,0,-21,7,-10,-2,1
CN1CCN(C2CCCCCC2)CC1,-5,3,1,-4,-13,3,-23[20 µM],-2,0
C/C(=N\NC(=O)CNC(=O)c1ccc2c(c1)OCO2)c1ccco1,-5,1,7,0,-3,5,-1,33,2
O=C(COCC(=O)N1CCOCC1)N1CCOCC1,1,-1,14,-4,-10,4,-25,-1,-3
CCCn1nc(NC(=O)c2cccs2)c2cc3cc(OC)ccc3nc21,-14,63*,-140,-47,13,-4,7,0,63*
O=C(N/N=C/c1cn(Cc2ccccc2)c2ccccc12)c1cccnc1,-39,-4,8,-2,-4,-1,-12,-37,-7
O=C1C(=O)N(CCCn2ccnc2)C(c2cccnc2)/C1=C(/O)c1ccc(Br)cc1 (centres undefined),-7,.,.,.,.,0,-11[20 µM],-2,.
CC1CCCC(C)N1C(=O)CSc1nnc(NC(=O)c2cccs2)s1 (centres undefined),-8,2,0,-19,-31,5,-16,-16,1
CC(C)(C)NC(=O)CSc1nnc(NC(=O)c2ccccc2Cl)s1,11,3,32,2,-19,3,-14,0,0
CN(C(=O)Nc1ccc(C(C)(C)C)cc1)C1CCCCC1,-7,0,13,-4,-10,1,-16,-7,3
Cc1csc(NC(=O)C2CCN(S(=O)(=O)c3cccs3)CC2)n1,-6,1,11,-13,-21,10,-8,-6,-1
Cc1cc(NC2CCCCC2)nc(-c2ccccc2O)n1,-8,2,7,-2,-2,0,-24[20 µM],1,-2
O=C(NCCC1=CCCCC1)NC1CCCCC1,-5,2,11,-11,-19,-7,-15[20 µM],5,0
CC(CN(C(N)=O)c1ccccc1O)C(=O)O (centres undefined),3,1,-16,-3,-18,2,-5[20 µM],-9,3
Cc1nn(C)c(C)c1N1C(=O)c2cccc3c(Br)ccc(c23)C1=O,-4,-9,-16,-21,1,-3,6[20 µM],-23,-2
CCOC(=O)NC(=O)CSc1nc2ccc(OCC)cc2[nH]1,0,-3,-32,-2,-16,1,-9,7,-1
COC(=O)c1c(NC(=O)c2ccccc2)sc(C(=O)c2ccccc2)c1C,-12,-26,-37,-13,-31,-3,-12,-7,-5
c1ccc2c(c1)Oc1cccc3cccc-2c13,-3,0,-21,1,-6,1,-19,-5,4
